# TSHR antag – blocks TSH signaling through the human TSH receptor; activity change, negative = inhibition, % at 11.5 µM; TSHR-expressing cells, TSH-stimulated cAMP HTRF, 2 h; hits give low values; AID 504810; 330,000 tested, 0.2% active;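 active = activity change below a set negative limit, meaning inhibition stronger than a set level, cut at about -70% in these data; inconclusive = activity change between two set negative limits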; also: % is scaled to controls: 0 for no effect and ±100 for the full control effect
#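 Inhibition of cAMP made by TSHR-expressing cells under TSH stimulation (4nM final, EC80; 2 h, 37 deg C) is quantified with a one-step lysis HTRF kit, anti-cAMP cryptate versus cAMP-d2.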
# Eya2 inh – blocks the phosphatase activity of human Eya2 | O00167 | recombinant Eya2, OMFP fluorescence dephosphorylation (OMFP is methylfluorescein phosphate) | Potency, µM (titrated, usually from 76.9 µM), inactives show at the top dose activity, negative = inhibition, most hits filed as inhibitors | 330,000 tested, 0.006% active; also: potency is read from the fitted curve at half-maximal effect; % is scaled to controls: 0 for no effect and ±100 for the full control effect
# Target sequence (O00167 whole entry, looked up): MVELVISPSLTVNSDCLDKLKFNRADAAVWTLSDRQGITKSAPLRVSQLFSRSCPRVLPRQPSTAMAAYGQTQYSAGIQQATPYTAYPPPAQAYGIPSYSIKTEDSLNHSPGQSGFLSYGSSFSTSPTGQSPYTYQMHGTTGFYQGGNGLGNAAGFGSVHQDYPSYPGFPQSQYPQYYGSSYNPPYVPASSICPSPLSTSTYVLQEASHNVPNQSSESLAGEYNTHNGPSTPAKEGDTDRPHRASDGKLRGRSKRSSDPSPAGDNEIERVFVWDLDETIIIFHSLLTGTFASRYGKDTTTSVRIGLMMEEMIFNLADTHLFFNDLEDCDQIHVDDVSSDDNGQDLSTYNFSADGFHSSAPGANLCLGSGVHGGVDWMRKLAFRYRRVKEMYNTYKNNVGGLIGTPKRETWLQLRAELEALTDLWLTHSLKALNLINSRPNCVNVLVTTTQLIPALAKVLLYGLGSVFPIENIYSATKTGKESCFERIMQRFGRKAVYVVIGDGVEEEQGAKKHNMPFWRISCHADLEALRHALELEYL
#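 Eya2 protein (added as 0.2 uM solution) was preincubated with compound for 10 min at ambient temperature in 50 mM HEPES pH 7.5, 50 mM NaCl, 5 uM MgCl2, 0.05% BSA, 1 mM DTT. OMFP (added at 50 uM) then reacted 10 min; fluorescence read at 485/525 nm.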
# USP2a block – USP2a (human) protease inhibition. O75604. USP2 core, Ub-CHOP2 coupled fluorogenic reporter, 485/531. Potency, µM (series often up to 38.3 µM), inactives show at the top dose activity change, negative = inhibition, actives largely listed as inhibitors. 330,000 tested, 0.01% active;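 also: potency is read from the fitted curve at half-maximal effect; plate controls were DMSO wells for no effect and full inhibition by NEM control for full effect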
#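 USP2 core (10nM final) preincubated 30min RT with compound in 20mM Tris-HCl pH 8.0, 2mM CaCl2, 2mM beta-mercaptoethanol, 0.05% CHAPS; 25nM Ub-CHOP2 plus 25nM reporter substrate added, fluorescence (Ex485/Em531) read after 60min.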
# Tb PFK block – blocks T. brucei phosphofructokinase | T. brucei PFK, ADP-Glo luminescence | Potency, µM (titrated, usually from 57.5 µM), inactives show at the highest dose activity, negative = inhibition, usual class: inhibitors | 330,000 tested, 0.17% active;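 also: potency is read from the fitted curve at half-maximal effect; 0% = uninhibited 1x PFK enzyme wells and -100% = no-enzyme wells; nearly all actives have a fitted effect of over 60% in size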
# Target sequence (O15648 whole entry, looked up): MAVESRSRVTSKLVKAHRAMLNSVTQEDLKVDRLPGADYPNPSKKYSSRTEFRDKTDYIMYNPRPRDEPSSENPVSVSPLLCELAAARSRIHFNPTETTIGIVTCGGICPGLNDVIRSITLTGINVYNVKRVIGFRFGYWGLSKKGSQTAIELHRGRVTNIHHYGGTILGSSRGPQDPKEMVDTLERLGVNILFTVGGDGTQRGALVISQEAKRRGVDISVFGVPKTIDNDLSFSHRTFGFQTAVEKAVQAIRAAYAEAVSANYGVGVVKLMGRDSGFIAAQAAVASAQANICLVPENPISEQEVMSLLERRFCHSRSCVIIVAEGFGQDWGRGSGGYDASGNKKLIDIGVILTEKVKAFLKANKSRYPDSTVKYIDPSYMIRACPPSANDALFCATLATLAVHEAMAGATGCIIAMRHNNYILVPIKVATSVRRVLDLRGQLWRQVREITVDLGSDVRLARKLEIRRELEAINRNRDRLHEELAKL
#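 Activity is normalized to no-enzyme wells (full inhibition) and 1.25 nM enzyme wells (no inhibition). Reaction: 0.5 mM F6P, 0.1 mM ATP, 45 min RT, ADP-Glo luminescence; concentration-response curves fitted and classed by quality.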
# TSG101-PTAP inh – blocks PTAP/TSG101 interaction to inhibit HIV-1 budding; Potency, µM (top dose mostly 115 µM), inactives show top-dose activity change, negative = inhibition, most hits filed as inhibitors; 340,000 tested, under 10 active; Q99816; Fluorescence polarization, FITC-PTAP peptide / Tsg101 binding; active = well fitted inhibition curve with a large enough effect in the main read-out, with a control signal flat, not every such curve was filed as active; inconclusive = small, poorly fitted or top-dose-only effect, or effect the other way, or a change in a side signal; inactive = no such curve, though single readings can be large or run the other way; also: potency is read from the fitted curve at half-maximal effect; % of control where 0% means no effect
#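 Steps: Tsg101 binding domain dispensed (10 uM final), compounds pinned in DMSO, FITC-labeled PTAP-motif peptide added (50 nM final); after 20 min binding at room temperature, polarization measured.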
# Mito fusion act – inhibitors of mitochondrial division or activators of mitochondrial fusion; S. cerevisiae fusion-defective mutant growth rescue, CellTiterGlo 48 h; Potency, µM (series often up to 46.1 µM), for inactives: at the highest dose growth rescue (activation), usual class: activators; 320,000 tested, 0.23% active;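 also: potency is read from the fitted curve at half-maximal effect; % of control where 0% means no effect; nearly all actives have a fitted effect of over 45% in size; temperature-sensitive fusion mutants such as fzo1-1 at 37 °C on non-fermentable ethanol glycerol medium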
#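 Read-out: ATP-based luminescence (CellTiterGlo, 10 min ambient) reporting growth of fusion-defective ts yeast after 48 hours at 37C on glycerol/ethanol YPEG medium in the presence of compound.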
# Chronic BCR inh – chronic active BCR signaling inhibition. AID 493014. Potency, µM (doses to about 46.1 µM), for inactives: at the highest dose ratio change, negative = lower green/red ratio, most hits filed as inhibitors. ABC-DLBCL IkBa-CBG/CBR reporter, luminescence ratio, 4 h. 340,000 tested, 0.05% active; active = well fitted inhibition curve with a large enough effect in the signal ratio, with a control signal flat, not every such curve was filed as active; inconclusive = small, poorly fitted or top-dose-only effect, or effect the other way, or a change in a side signal; the % refers to the signal ratio;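 also: potency is read from the fitted curve at half-maximal effect; plate controls were basal doxycycline-induced cells for no effect and cells given 10 µM MG132 for full effect; MG132 reads +100%, hits lower the ratio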
#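 TMD8 ABC-DLBCL cells carrying doxycycline-inducible green luciferase fused to IkappaBalpha plus unfused red luciferase were exposed to compounds (up to 46 uM) for 4 hrs at 37C. Activity came from the overlap-corrected green/red luminescence ratio.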
# TCR activator – activates T cell receptor signaling; primary human leukocytes, anti-CD3, IL-2 HTRF, 48 h; Potency, µM (top dose mostly 9.22 µM), inactives show at the top dose activation of IL-2 secretion, usual class: activators; 330,000 tested, under 10 active; also: % of control where 0% means no effect
#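 Activity was scored as IL-2 release from primary human leukocytes given only a TCR signal (a-CD3 beads) plus compound for 48 hr. Detection used a two-antibody HTRF format read at 665nm.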
# uPA surface inh – inhibitors of cell surface uPA generation. Potency, µM (titrated, usually from 38.3 µM), for inactives: top-dose activity change, negative = inhibition, hits mostly inhibitors. 330,000 tested, 0.31% active. AID 540303. cell surface uPA generation assay, qHTS; active = well fitted inhibition curve with a large enough effect; inconclusive = small, poorly fitted or top-dose-only effect; inactive = no such curve, though single readings can be large or run the other way; tested in mouse RAW 264.7 cells; also: potency is read from the fitted curve at half-maximal effect; % is scaled to controls: 0 for no effect and ±100 for the full control effect; nearly all actives have a fitted effect of over 55% in size
# ELG1 repair inh – ELG1-dependent DNA repair inhibition | 330,000 tested, 2.3% active | Potency, µM (titrated, usually from 46.1 µM), inactives show at the top dose activity change, negative = inhibition, usual class: inhibitors | AID 504467 | HEK293T ELG1-luciferase reporter, luminescence, 16 h; DNA damage induced by 5-fluorouridine; also: potency is read from the fitted curve at half-maximal effect; % is scaled to controls: 0 for no effect and ±100 for the full control effect; nearly all actives have a fitted effect of over 55% in size
#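 Step one: seed 2,000 cells per well. Step two: pin-transfer compound or DMSO alongside 5-fluorouridine. Step three: incubate 16 hr, 37 °C, 5% CO2. Step four: add ONE-Glo, wait 30 min, read luminescence.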
# B2AR arrestin – agonists driving beta-arrestin recruitment to human beta2-adrenergic receptor. beta-arrestin recruitment to beta2AR, cell-based reporter. 330,000 tested, 0.02% active. AID 492947. Potency, µM (titrated, usually from 46.1 µM), without a hit: at the highest dose activation, actives largely listed as activators;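 also: potency is read from the fitted curve at half-maximal effect; 0% = DMSO controls and full agonism = EC100 isoproterenol or metaproterenol; nearly all actives have a fitted effect of over 65% in size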
# Active calls of the source: *; ? = inconclusive; · = not tested or not shown; [ ] = another dose, or the depositor's remark. Unless noted, calls follow the shape of the dose curve; as a rule, active = well fitted curve in the direction sought with a large enough effect; inconclusive = small, poorly fitted or top-dose-only effect, or another doubt; inactive = no such curve, though single readings can be large; an effect the other way counts as inactive or inconclusive.
Compound,TSHR antag,Eya2 inh,USP2a block,Tb PFK block,TSG101-PTAP inh,Mito fusion act,Chronic BCR inh,TCR activator,uPA surface inh,ELG1 repair inh,B2AR arrestin
O=C(COc1ccc(Cl)cc1Cl)N/N=C/c1ccc(OC2OC(CO)C(O)C(O)C2O)cc1 (configuration not stated),7,-3%,4%,-16%,-1%,4%,-24%,-3%,?,?,0.1%
O=C(CCc1ccccc1)NC1C2CC3CC(C2)CC1C3 (configuration not stated),-10,?,0%,-1%,0%,3%,-1%,-1%,1%,3%,-0.2%
COc1ccccc1CNc1cncnc1,-1,-2%,1%,0%,-3%,3%,2%,-7%,-3%,-4%,0.4%
COc1ccc(/C=C/c2ccncc2)cc1OC,11,3%,2%,2%,1%,0%,?,4%[46.1 µM],-13%,?,-0.8%
Cc1ccc(N(Cc2ccc(C(=O)NCCSc3ccccn3)cc2)S(C)(=O)=O)cc1C,-6,4%,1%,3%,-4%,-2%,0%,-1%[46.1 µM],2%,9.2µM*,6.6%
CCc1ccccc1NC(=O)CCc1c(C)nc(SC)nc1C,-5,-1%,2%,0%,-1%,-5%,2%,0%,0%,-3%,0.1%
CCOc1ccc(S(=O)(=O)N2CCC(C(=O)NCCc3ccc(OC)c(OC)c3)CC2)cc1,-5,-13%,1%,0%,-10%,0%,3%,1%,-4%,-9%,-1.0%
COc1ccccc1-c1nc2n(n1)C(c1ccc(Cl)cc1)C(C(N)=O)=C(C)N2 (configuration not stated),15,2%,0%,1%,-10%,0%,?,-5%[46.1 µM],2%,-8%,0.3%
Cc1ccc(/C=N/NC(=S)NC(C)C)o1,5,-11%,5%,-6%,-3%,-2%,0%,-12%,4%,12%,0.0%
Cc1ccc(-c2ccc3nnc(SCC(=O)NCC4CCCO4)n3n2)cc1 (configuration not stated),26,19%,9%,-9%,-1%,-2%,?,-7%,0%,-3%,0.5%
O=C(c1cc(-c2cccs2)on1)N1CCc2ccccc2C1,-9,1%,1%,0%,-12%,19%,?,-1%[46.1 µM],4%,?,8.3%
O=C(c1ccc2c(c1)CCN2S(=O)(=O)c1ccccc1)N1CCN(c2ccc(F)cc2)CC1,-16,3%,1%,2%,2%,3%,1%,-23%,12%,-4%,0.2%
Cn1c(=O)oc2cc(S(=O)(=O)NCCC(=O)NCCc3ccccc3)ccc21,1,4%,-1%,-5%,1%,-4%,2%,4%,·,26%,0.0%
O=C(/C=C/c1ccccc1Cl)NC1CCCCC1,1,12%,-2%,-5%,1%,4%,?,3%,-10%,?,0.2%
CCCc1nnc(NC(=O)CCC(=O)N2CCN(Cc3cc(Cl)ccc3OC)CC2)s1,28,-5%,1%,5%,-7%,-3%,-5%,-4%,-8%,-5%,-1.0%
CC(C)(C)NC(=O)C(c1ccccn1)N(C(=O)C1CSC(=O)C1)c1ccc(F)cc1 (configuration not stated),-5,-10%,0%,3%,1%,-1%,-14%,·,1%,-1%,0.0%
CC(=O)c1ccc(NC(=S)N2C(C)CCCC2C)cc1 (configuration not stated),8,5%,1%,-10%,·,-2%,-1%,·,·,22%,-0.6%
O=C(C1=C[C@H](c2ccc(C(F)(F)F)cc2)C[C@H](OCc2ccc(CO)cc2)O1)N1CCCCCCC1,-5,-21%,-1%,-2%,-18%,11%,11%,2%,6%,?,-0.3%
CCOc1ccc(NC(=S)NNC(=O)c2cc(Br)ccc2Cl)cc1,19,-1%,-10%,-7%,-1%,-1%,1%,-7%,-2%,-11%,-1.0%
COc1cc(OC)c2c(N)c(C#N)c(C(F)(F)C(F)(F)F)nc2c1,-13,2%,1%,-1%,-8%,3%,7%,2%,-2%,-5%,0.0%
Cc1noc(C)c1CSc1nc2ccccc2c(=O)n1-c1ccccc1,3,7%[15.4 µM],0%,-5%,-7%,26%,?,10%,?,-18%,0.4%
COc1ccccc1NC(=O)Cc1csc(NC(=S)Nc2ccc(C)cc2)n1,-29,0%,-1%,-3%,-10%,-6%,?,3%,·,?,4.7%
COc1ccc(NS(=O)(=O)c2ccc(N3CCOCC3)c(NC(=O)c3ccco3)c2)cc1,-15,-2%,-2%,6%,-5%,4%,1%,0%,-1%,?,0.3%
Cc1ccccc1-n1c(-c2ccncc2)n[nH]c1=S,-10,-27%,-1%,0%,1%,3%,12%,2%,2%,14%,-0.3%
O=C(CSc1nc2c(c(=O)n1-c1ccc(Cl)cc1)SCC2)Nc1ccc2c(c1)OCCO2,-7,-3%,3%,-1%,-1%,-7%,-4%,-1%,13%,-6%,0.0%
O=C(CCNS(=O)(=O)c1ccc(Br)cc1)N1CCCCCCC1,-2,-27%,-2%,0%,1%,-4%,9%,5%,-4%,6%,-0.4%
COc1cc(/C=C(/NC(=O)c2ccccc2)C(=O)N2CCN(C)CC2)c([N+](=O)[O-])cc1OC,-5,5%,2%,1%,0%,-6%,-1%,4%[46.1 µM],-2%,-1%,-0.6%
Cc1ccc(NC2=NCCC2)cc1Cl,34,4%,0%,-5%,0%,7%,11%,-5%[46.1 µM],-1%,-2%,-0.4%
O=C(C[C@H]1C/C=C/CC[C@@H](Cc2ccc(F)cc2)C(=O)OC[C@H](c2ccccc2)NC1=O)NCCO,3,4%,3%,1%,0%,·,0%,-2%,-5%,-3%,14%
CCn1cc(C2=NOC(C(=O)O)C2)c(C)n1 (configuration not stated),-5,11%,-1%,3%,·,-5%,-1%,·,-8%,9%,-0.1%
CCOC(=O)c1c(COC(=O)c2ccco2)nc2ccccc2[n+]1[O-],-1,-15%,0%,1%,-2%,4%,?,-7%,1%,?,-0.3%
CC(=O)COc1ccc2oc(=O)cc(-c3cc4ccccc4o3)c2c1,3,1%,0%,3%,0%,5%,?,9%,-10%,?,0.3%
CCCCNC(=S)Nc1ccc2cn[nH]c2c1,-7,-22%,1%,5%,-1%,-4%,-2%,2%[46.1 µM],1%,-2%,0.3%
COC(=O)C1(C)NC(c2ccc(O)cc2)C2C(=O)N(c3ccc(C)cc3)C(=O)C21 (configuration not stated),-1,8%,2%,0%,2%,0%,10%,1%,1%,-1%,-0.1%
CCC(C)NC(=O)C1CCC(=O)N1CCc1ccccc1 (configuration not stated),-6,-2%,2%,4%,-1%,2%,0%,3%,-1%,5%,0.4%
Nc1ncnc2c1CCC2,21,-12%,5%,5%,-4%,0%,0%,-1%,2%,2%,-0.1%
CC(C)(C)NC(=O)C(c1ccco1)N(C(=O)c1ccc(CN2CCOCC2)o1)c1ccccc1 (configuration not stated),5,6%,?,-3%,3%,-3%,-2%,8%,4%,3%,0.5%
CCOc1ccc(NC(=O)C(C)Oc2ccccc2C(=O)Nc2cccc(Cl)c2Cl)cc1 (configuration not stated),3,2%,3%,0%,35%[activator],3%,-2%,4%,4%,-14%,-0.7%
COc1ccccc1-n1cnc2cc(C(=O)NC3CCCC3)ccc21,-5,9%,5%,-10%,0%,8%,?,1%[46.1 µM],·,8%,-0.3%
O=C(Nc1cccc2ccccc12)c1ccc([N+](=O)[O-])cc1,0,5%,2%,-3%,-1%,-1%,?,·,?,-12%,0.3%
O=[N+]([O-])c1cccc(/C=N/N=C\c2ccccc2)c1,-7,?,0%,1%,1%,-3%,?,-1%,0%,16%,-0.3%
COc1cccc(-c2csc(NC(C)=O)n2)c1,-2,3%,2%,0%,-5%,0%,6%,-2%,-12%,?,-0.1%
O=S(=O)(NC(=S)c1ccccc1)c1ccc(F)cc1,17,-9%,3%,2%,-1%,5%,3%,-14%,3%,-16%,0.3%
COc1ccc2cnnc(SCC(=O)Nc3ccc(C(=O)O)cc3)c2c1OC,9,0%,0%,1%,-3%,-3%,?,-6%[46.1 µM],5%,13%,0.2%
CCCCCn1nnc2c(=O)oc3ccccc3c21,-6,-3%,1%,11%,-1%,7%,-3%,2%,3%,0%,0.1%
c1ccc(CNc2nc(-c3cccnc3)nc3ccccc23)cc1,3,1%,-7%,1%,-11%,16%,-1%,1%,-9%,?,-0.4%
